Screens: PubChem BioAssay, Johns Hopkins Ion Channel Center
TMEM16A act: TMEM16A chloride channel activators or potentiators, primary screen, cell-based, HTS; Anoctamin-1 (Mus musculus), Q8BHY3; HEK293 TMEM16A/YFP-H148Q/I152L, iodide quench fluorescence; stronger effect = lower value; B-score at 10 µM; actives 0.3% (n = 340,000); AID 623877, 2012;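 active = fluorescence-ratio B-score plate-corrected deviation score at least 3 library SD below zero, with starting fluorescence score within 5 deviations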;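 also: channel opened by trigger with iodide after compound preincubation; score built on the fluorescence ratio of max minus min over baseline; more negative score means more quench and so TMEM16A activation or potentiation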
MrgX1 agonist: agonists of human MrgX1 receptor, primary screen, HEK293 cells, Fluo-4 calcium flux | AID 588627, 2011 | actives 0.44% (n = 310,000) | B-score at 10 µM | Fluo-4 calcium fluorescence, agonist mode; stronger effect = higher value | Mas-related G-protein coupled receptor member X1 (Homo sapiens), Q96LB2;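 active = calcium response B-score plate-corrected fluorescence ratio at least 3 library SD, with starting fluorescence B-score inside 5 SD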
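times = overnight plating, then 30 min 37 °C plus 30 min room-temperature dye loading | assay system = stable human MrgX1 HEK293 cell line | input = fifteen thousand cells per well | signal = kinetic calcium dye fluorescence, Fluo-4 NW | dosing = compound delivered in addition one of three | read-out = B-scored fluorescence response ratio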
TRPC6 inhibitor: mouse TRPC6 channel inhibitors, primary screen, cell-based, HEK293, membrane potential dye; Short transient receptor potential channel 6 (Mus musculus), Q61143; ACh-evoked depolarization; stronger effect = lower value; B-score at 10 µM; actives 1.1% (n = 310,000);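 active = B-score under library mean minus 3 SD, initial fluorescence not abnormally high, positive integrated signal ratio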;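 also: B-score derived from integrated fluorescence ratio over the kinetic read; more negative B-score means stronger inhibition of depolarization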
RGS4 block: RGS4 inhibitors, primary screen, cell-based, HEK293 M3R inducible RGS4, calcium flux; B-score at 10 µM; Fluo-4 calcium flux; stronger effect = higher value; triggered by carbachol at its EC20; Regulator of G-protein signaling 4 (Homo sapiens), P49798; actives 0.45% (n = 310,000);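 active = B-score, a plate-corrected calcium signal, over three deviations above library mean, with baseline fluorescence within five deviations of library mean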;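 also: RGS4 expression induced by doxycycline in cells with stable M3 receptor; B-score is computed from the integrated fluorescence ratio over baseline after carbachol; higher B-score means a larger calcium signal and so more RGS4 inhibition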
TRPC4 potent: positive allosteric modulators of TRPC4, primary screen, cell-based, mouse TRPC4beta, HEK293 mu-opioid, Fluo-4 calcium | Short transient receptor potential channel 4 (Mus musculus), Q9QUQ5 | DAMGO EC20, Fluo-4 Ca2+ flux; stronger effect = higher value | B-score at 10 µM | actives 0.42% (n = 310,000) | AID 2227, 2009;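 active = B-score of calcium response area above 5 SD of library B-scores, with initial fluorescence ratio within 5 SD of library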;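 also: B-score of integrated fluorescence ratio over time as area under calcium response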
Target sequence (Q9QUQ5 whole entry, looked up): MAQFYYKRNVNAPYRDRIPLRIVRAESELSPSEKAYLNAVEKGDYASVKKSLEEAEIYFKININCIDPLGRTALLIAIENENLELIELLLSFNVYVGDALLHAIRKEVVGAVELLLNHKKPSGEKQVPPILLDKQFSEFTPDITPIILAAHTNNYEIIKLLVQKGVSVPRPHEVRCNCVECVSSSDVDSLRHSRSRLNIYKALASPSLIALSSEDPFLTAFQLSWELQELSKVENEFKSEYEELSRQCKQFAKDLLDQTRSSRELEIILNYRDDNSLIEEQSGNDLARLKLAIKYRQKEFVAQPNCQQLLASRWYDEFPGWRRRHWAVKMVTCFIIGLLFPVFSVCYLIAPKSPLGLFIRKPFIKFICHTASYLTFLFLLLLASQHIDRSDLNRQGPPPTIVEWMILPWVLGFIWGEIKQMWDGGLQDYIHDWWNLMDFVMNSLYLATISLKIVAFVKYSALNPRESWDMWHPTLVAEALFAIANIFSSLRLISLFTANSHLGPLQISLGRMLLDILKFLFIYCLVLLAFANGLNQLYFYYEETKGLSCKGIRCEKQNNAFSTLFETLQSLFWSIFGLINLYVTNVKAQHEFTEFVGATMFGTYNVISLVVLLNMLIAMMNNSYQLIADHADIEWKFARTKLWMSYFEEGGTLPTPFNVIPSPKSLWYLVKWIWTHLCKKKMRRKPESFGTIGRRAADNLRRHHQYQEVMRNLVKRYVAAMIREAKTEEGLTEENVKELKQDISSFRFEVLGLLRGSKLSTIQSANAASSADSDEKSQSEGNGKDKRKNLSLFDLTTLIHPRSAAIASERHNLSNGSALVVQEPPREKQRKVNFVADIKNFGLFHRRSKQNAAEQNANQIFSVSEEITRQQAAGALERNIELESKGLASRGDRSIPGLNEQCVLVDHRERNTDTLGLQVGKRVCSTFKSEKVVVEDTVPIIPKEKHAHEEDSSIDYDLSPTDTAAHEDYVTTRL
TRPC4 act: activators of mouse TRPC4 channel, primary screen, Fluo4 calcium, HEK293 TRPC4beta/mu-opioid cells; Short transient receptor potential channel 4 (Mus musculus), Q9QUQ5; Fluo4 calcium fluorescence; stronger effect = higher value; B-score at 10 µM; actives 0.49% (n = 310,000); AID 2237, 2010;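 active = B-score above 5 SD of library B-scores, and initial fluorescence ratio not above library mean plus 5 SD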;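 also: positive B-score marks a calcium rise read as TRPC4 activation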
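Assay system – TRPC4beta and mu-opioid receptor HEK293 stable cells · Measured by – Fluo4 fluorescence, kinetic · Schedule – dye loading 45 min room temperature, 110 s kinetic read · Read-out – B-scored integrated calcium fluorescence ratio · Controls – buffer and maximal DAMGO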
MrgX1 PAM: positive allosteric modulators of MrgX1, primary screen, HEK293 cells, Fluo-4 calcium flux. B-score at 10 µM. FDSS; stronger effect = higher value. Mas-related G-protein coupled receptor member X1 (Homo sapiens), Q96LB2. actives 0.63% (n = 310,000). AID 588675, 2011;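 active = plate-corrected calcium response at least 3 library SD above typical, normal starting fluorescence, not activating the receptor alone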;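 also: compound read alongside a low EC10 to EC30 dose of BAM8-22 agonist; peak minus trough fluorescence over baseline measured at the second addition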
TRPC4 block: inhibitors of mouse TRPC4 channel, primary screen, Fluo4 calcium, HEK293 TRPC4beta/mu-opioid cells. DAMGO-evoked Fluo4 calcium flux; stronger effect = lower value. AID 2247, 2010. B-score at 10 µM. actives 0.39% (n = 300,000);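 active = B-score over 3 SD under the library average, no early fluorescence shift, positive overall ratio signal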
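material = TRPC4beta/mu-opioid receptor HEK293 cell line | probe or stimulus = sequential submaximal and maximal DAMGO stimulation | compound dosing = one concentration per compound | measured by = Fluo4 Ca2+ flux fluorescence | evaluation = integrated fluorescence ratio relative to baseline, converted to per-well B score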
TMEM16A inh: TMEM16A chloride channel inhibitors, primary screen, cell-based, HTS. Anoctamin-1 (Mus musculus), Q8BHY3. HEK293 TMEM16A/YFP iodide influx fluorescence, ionomycin. normalized B-score (activity score, 25-100; higher = stronger inhibition) at 10 µM. actives 1.2% (n = 310,000). AID 588511, 2011;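 active = ratio plate-corrected score three or more library SD toward inhibition, starting fluorescence score within five deviations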;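 also: score derived from kinetic fluorescence span divided by baseline fluorescence per well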
MrgX1 antagonist: antagonists of human MrgX1 receptor, primary screen, HEK293 cells, Fluo-4 calcium flux. Mas-related G-protein coupled receptor member X1 (Homo sapiens), Q96LB2. BAM8-22 antagonism; stronger effect = lower value. B-score at 10 µM. actives 1.3% (n = 310,000);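 active = calcium-response B-score plate-corrected more than 3 library SD below zero, starting fluorescence within 5 deviations, no agonist response on first addition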;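 also: peak minus trough fluorescence over baseline after final BAM8-22 challenge near maximal dose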
TRPC6 act: mouse TRPC6 channel activators, primary screen, cell-based, HEK293, membrane potential dye. B-score at 10 µM. actives 0.13% (n = 310,000). AID 2550, 2010. Short transient receptor potential channel 6 (Mus musculus), Q61143. HEK293-TRPC6 membrane potential dye fluorescence; stronger effect = higher value;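 active = B-score of the integrated fluorescence ratio above library mean plus 3 SD, and starting fluorescence ratio within library mean plus 5 SD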;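 also: higher score means more depolarization so channel activation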
The depositor's hits bear a star; i = inactive; x = no result given.

SMILES | TMEM16A act | MrgX1 agonist | TRPC6 inhibitor | RGS4 block | TRPC4 potent | TRPC4 act | MrgX1 PAM | TRPC4 block | TMEM16A inh | MrgX1 antagonist | TRPC6 act
CNC(=O)C(=O)Nc1ccc2c(c1)N(S(=O)(=O)c1cccs1)CCC2 | i | i | i | i | i | i | i | i | i | i | i
CCCCCOc1ccc(NC(=O)C(=O)NCC2CCCN2CC)cc1 (stereo not given) | i | i | i | i | i | i | i | i | i | -7* | i
CC1(C)Cc2c(cnn2-c2ccccc2)C(=O)/C1=N\NC(=O)c1ccncc1 | i | i | i | i | i | i | i | i | i | i | i
COc1ccc(-c2cccc(NS(=O)(=O)c3cccc([N+](=O)[O-])c3)c2)nn1 | i | i | i | i | i | i | i | i | i | i | i
Cc1ccc(C)c(OCCC(=O)OCC(=O)NCCNC(=O)COC(=O)CCOc2cc(C)ccc2C)c1 | i | i | i | i | i | i | i | i | i | i | i
COc1cc(OC)cc(N2C(=O)CSCC2=O)c1 | i | i | i | i | i | i | i | i | i | i | i
CCOC(=O)c1sc2nc(C(C)C)c3c(c2c1N)CC(C)(C)OC3 | i | i | i | i | i | i | i | i | i | i | i
COC(=O)CNC(=O)COC(=O)/C=C/c1cccs1 | i | i | i | i | i | i | i | i | i | i | i
Cc1ccc(SC(C)C(=O)N2CCN(c3ccccc3)CC2)cc1 (stereo not given) | i | i | i | i | i | i | i | i | i | i | i
CCOC(=O)N1CCN(S(=O)(=O)c2ccc3[nH]c(=O)sc3c2)CC1 | i | i | i | i | i | i | i | i | i | i | i
CN(C)S(=O)(=O)c1ccc(NC(=S)NC(=O)C2CCC2)cc1 | i | i | i | i | i | i | i | i | i | i | i
Cc1[nH]c2ccccc2c1/C=N/NC(=O)CNC(=O)c1cccs1 | i | i | i | i | i | i | i | i | i | i | i
COc1ccc(C(=O)N/N=C(\C)c2ccc3c(c2)C2C=CCC2C(c2ccccc2)N3)cc1 (stereo not given) | i | i | x | x | x | x | i | x | i | i | x
O=c1cc2c(nn1Cc1cccc([N+](=O)[O-])c1)-c1ccccc1CC2 | i | i | i | i | i | i | i | i | i | i | i
CC(C)n1cnc2c(Nc3cccc(Cl)c3)nc(N(CCO)CCCO)nc21 | i | i | i | i | i | i | i | i | i | i | i
CCOC(=O)C(C)n1cnc2c(nnn2-c2cccc(OC)c2)c1=O (stereo not given) | i | i | i | i | i | i | i | i | i | i | i
Cc1cc(C)c(OCC(=O)N2CCN(c3ncc(C(F)(F)F)cc3Cl)CC2)c(C)c1 | i | i | i | i | i | i | i | i | i | i | i
CCn1ncc(C2=NOC(C(=O)Nc3cccc(O)c3)C2)c1C (stereo not given) | i | i | i | i | i | i | i | i | i | i | i
C/C(Cc1ccccc1)=N\NC(=O)CNC(=O)c1ccc(Br)cc1 | i | i | i | i | i | i | i | i | i | i | i
CC(=O)Nc1ccc(S(=O)(=O)NCC2CCC(C(=O)NCCCN(C)Cc3ccccc3)CC2)cc1 (stereo not given) | i | i | i | i | i | i | i | i | i | i | i
O=C1CCCN1c1ccc(S(=O)(=O)N2CCCCC2)cc1[N+](=O)[O-] | i | i | i | i | i | i | i | i | i | i | i
Cc1cc(=O)c2c(o1)CC(C)(C)CC2=O | i | i | i | i | i | i | i | i | i | i | i
CCC(SC1=N/C(=C/c2ccccc2OC)C(=O)N1c1ccccc1)C(=O)Nc1cc(C)on1 (stereo not given) | i | i | i | i | i | i | i | i | i | i | i
COc1ccc(CCN2CC(C(=O)N(C)CCOc3ccccc3)CCC2=O)cc1 (stereo not given) | i | i | i | i | i | i | i | i | i | i | i
COc1ccc(S(=O)(=O)Nc2nccs2)cc1OC | i | i | i | i | i | i | i | i | i | i | i
S=c1[nH]nc(-c2ccccc2)n1CC1CCCO1 (stereo not given) | i | i | i | i | i | i | i | i | i | i | i
COC(=O)[C@H](CCSC)NC(=O)Nc1ccc(C)c(C)c1 | i | i | i | i | i | i | i | i | i | i | i
O=C(C1=C(O)C(=O)N(Cc2ccco2)C1c1cccc(O)c1)c1ccco1 (stereo not given) | i | i | i | 4.7* | i | i | i | i | i | i | i
CCNC(=O)CC1SC(=Nc2cccc3ccccc23)N(C)C1=O (stereo not given) | i | i | i | i | i | i | i | i | i | i | i
C=C(C)c1cccc(C(C)(C)NC(=O)NCc2ccncc2)c1 | i | i | i | i | i | i | i | i | i | i | i
Cc1[nH]c2ccccc2c1CCNS(=O)(=O)c1ccc(S(N)(=O)=O)cc1 | i | i | i | i | i | i | i | i | i | i | i
CCOC(=O)c1ccc(-c2ccc(C=O)o2)cc1 | i | i | i | i | i | i | i | i | i | i | i
Cc1nc(SCc2ccccc2)c2ccsc2n1 | i | i | i | i | i | i | i | i | i | i | i
CCOC(=O)c1c(NC(=O)COC(=O)/C=C/c2ccco2)sc2c1CC(C)(C)NC2(C)C | i | i | i | i | i | i | i | i | i | i | i
COc1ccc(CC(=O)Nc2cccnc2)cc1 | i | i | i | i | i | i | i | i | i | i | i
Cc1cc(/C=N/O)c(C)n1-c1ccc(Br)cc1 | i | i | i | i | i | i | i | i | i | i | i
CN(C(=O)COC(=O)c1ccccc1NCCO)C1CCS(=O)(=O)C1 (stereo not given) | i | i | i | i | i | i | i | i | i | i | i
Cc1ccccc1C(=O)NC(=S)Nc1cccc(NC(=O)C(C)C)c1 | i | i | i | i | i | i | i | i | i | i | i
O=C(/C=C/c1cccc([N+](=O)[O-])c1)NCc1cccnc1 | i | i | i | i | i | i | i | i | i | i | i
COc1cccc(CNC(=O)N[C@@H](CC(C)C)C(=O)O)c1 | i | i | i | i | i | i | i | i | i | i | i
CCOC(=O)C1=C(C)NC(C)=C(C(=O)OCC)C1c1ccc([N+](=O)[O-])s1 | i | i | i | i | i | i | i | i | i | i | i
CN(C)CC(=O)Nc1nc(-c2ccccc2)cs1 | i | i | i | i | i | i | i | i | i | i | i
Cc1ccccc1OCC(=O)NCC(=O)OCC(=O)c1ccc2ccccc2c1 | i | i | i | i | i | i | i | i | i | i | i
CC(NC(=O)CCCC1CCCCC1)c1ccc(S(N)(=O)=O)cc1 (stereo not given) | i | i | i | i | i | i | i | i | i | i | i
COc1ccccc1C(=O)NNC(=S)NC(=O)c1ccco1 | i | 50* | i | i | i | 77* | i | i | i | i | i
C1=C2C[N+]3(CCCC3)CC2Cc2ccc3ccccc3c21 (stereo not given) | i | i | i | i | i | i | i | i | i | i | i
O=C(Cc1ccc(Cl)cc1)N/N=C/c1cccc(O)c1 | i | i | i | i | i | i | i | i | i | i | i
Cc1c(C(N)=O)sc2ncn(CC(=O)NCCc3ccccc3)c(=O)c12 | i | i | i | i | i | i | i | i | i | i | i
CCN(CC(=O)NC1CCS(=O)(=O)C1)C(=O)/C=C/c1cccs1 (stereo not given) | i | i | i | i | i | i | i | i | i | i | i
NC(=S)NNC(=O)c1cc(C(F)(F)F)cc(C(F)(F)F)c1 | i | i | i | i | i | i | i | i | i | i | i
COc1ccc(S(=O)(=O)Nc2ccc3c(c2)OCO3)cc1C(=O)O | i | i | i | i | i | i | i | i | i | i | i
CC(=O)c1c(C(C)=O)c(C)n(-c2ccc(C)c(NC(=O)c3ccccc3Cl)c2)c1C | i | i | i | i | i | i | i | i | i | i | i
CCCOc1ccc(/C=C/c2[nH]c(=O)[nH]c(=O)c2[N+](=O)[O-])cc1OCC | i | i | i | i | i | i | i | i | i | i | i
CC1(C)C(O)=C(c2nc3ccccc3[nH]2)C(=N)N1c1ccccc1 | i | i | i | i | i | i | i | i | i | i | i
Cn1c(=O)c2c(SCC(=O)Nc3ccc4c(c3)OCCO4)nc(CC(C)(C)C)nc2n(C)c1=O | i | i | i | i | i | i | i | i | i | i | i
CCOc1ccc(C(=O)Nn2cnnc2)cc1 | i | i | i | i | i | i | i | i | i | i | i
COc1ccc(N(CC(=O)NCCSc2ccccc2)S(C)(=O)=O)cc1 | i | i | i | i | i | i | i | i | i | i | i
COc1ccc(Cl)cc1NC(=O)c1oc(C)nc1C | i | i | i | i | i | i | i | i | i | i | i
O=C(CCCn1cc([N+](=O)[O-])cn1)Nc1ccc2c(c1)OCO2 | i | i | i | i | i | i | i | i | i | i | i
O=c1ccc(C(F)(F)F)cn1Cc1cc(=O)n2cc(Br)ccc2n1 | i | i | i | i | i | i | i | i | i | i | i
Remaining list, next part
SMILES | TMEM16A act | MrgX1 agonist | TRPC6 inhibitor | RGS4 block | TRPC4 potent | TRPC4 act | MrgX1 PAM | TRPC4 block | TMEM16A inh | MrgX1 antagonist | TRPC6 act
Cc1c(C(=O)OCC(=O)NCC2CCCO2)cccc1[N+](=O)[O-] (stereo not given) | i | i | i | i | i | i | i | i | i | i | i
CC(=O)c1sc(NC(=O)CCOc2ccccc2)nc1C | i | i | i | i | i | i | i | i | i | i | i
CSc1cc(C)n(-c2ccccc2C)c(=S)c1C(C)=O | i | i | i | i | i | i | i | i | i | i | i
COc1ccc2ccccc2c1/C=N/NC(=S)NCCN1CCOCC1 | -29* | i | i | i | i | i | i | i | i | i | i
CCN(CC)S(=O)(=O)c1ccc(N=Cc2c(C)c(C#N)c(=O)n(C)c2O)cc1 | i | i | i | i | i | i | i | i | i | i | i
COc1ccc(NC(=O)c2cc(Cl)ccc2NC(=O)c2ccco2)c(OC)c1 | i | i | i | i | i | i | i | i | i | i | i
